GLP-1R agonist – qHTS of GLP-1 Receptor Agonists | Glucagon-like peptide 1 receptor (Homo sapiens), P43220 | HEK293 GLP-1R CRE-luciferase, luminescence, 4-6 h; cells express a hypersensitive GLP-1R form | Potency, µM (highest dose often 45.6 µM), without a hit: at the highest dose activation, usual class: activators | 0.007% of 380,000 active; further: % of control where 0% means no effect
Target sequence (P43220 whole entry, looked up): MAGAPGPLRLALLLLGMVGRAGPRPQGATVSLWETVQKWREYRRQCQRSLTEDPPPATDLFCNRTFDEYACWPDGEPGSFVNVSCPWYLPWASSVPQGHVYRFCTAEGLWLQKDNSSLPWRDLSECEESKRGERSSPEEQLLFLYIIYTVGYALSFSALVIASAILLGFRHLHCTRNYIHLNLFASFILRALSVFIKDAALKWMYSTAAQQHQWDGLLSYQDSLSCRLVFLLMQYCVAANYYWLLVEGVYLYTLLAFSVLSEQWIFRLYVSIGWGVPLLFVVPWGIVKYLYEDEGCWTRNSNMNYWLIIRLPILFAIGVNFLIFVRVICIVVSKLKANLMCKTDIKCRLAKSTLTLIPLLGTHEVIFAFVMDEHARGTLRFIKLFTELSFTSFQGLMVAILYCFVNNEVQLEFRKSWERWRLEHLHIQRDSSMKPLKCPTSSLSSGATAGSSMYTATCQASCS
KB-3-1 cytotox – qHTS assay for MDR1-selective chemotherapeutics: Primary screen using the parental adenocarcinoma cell KB-3-1 | Potency, µM (highest dose often 46.1 µM), for inactives: at the highest dose activity change, negative = cytotoxic, most hits filed as cytotoxic | KB-3-1 viability, CellTiter-Glo ATP luminescence, 72 h | 1.4% of 400,000 active; further: on the % scale 0 is the no-effect control and ±100 the full control effect; nearly all actives have a fitted effect of over 60% in size
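Parental KB-3-1 viability, qHTS format: 72 h compound exposure, 37 °C; CellTiter-Glo; media-only wells and DMSO plates as controls; concentration-effect fits on corrected data.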
KB-V1 cytotox – qHTS assay for MDR1-selective chemotherapeutics: Primary screen using the drug-selected MDR subline cells KB-V1; KB-V1 MDR cells viability, CellTiter-Glo, 72 h; Potency, µM (doses to about 46.1 µM), for the others: top-dose activity change, negative = cytotoxicity, most hits filed as cytotoxic; 3.4% of 400,000 active; further: on the % scale 0 is the no-effect control and ±100 the full control effect; nearly all actives have a fitted effect of over 60% in size
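Luminescent ATP read-out (CellTiter-Glo, 10 min) measures survival of drug-selected KB-V1 MDR cells after 72 h, 37 degrees C compound exposure. Medium: phenol-red-free DMEM, 10% FBS. Values from fitted concentration-response curves.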
SW480 rereplic – A quantitative high throughput screen for small molecules that induce DNA re-replication in SW480 colon adenocarcinoma cells; SW480 DNA re-replication, Hoechst DNA content imaging, 48 h; 1.8% of 340,000 active; AID 624297, 2012; Potency, µM (highest dose often 46.1 µM), without a hit: top-dose re-replication activation, usual class: activators; further: % of control where 0% means no effect; nearly all actives have a fitted effect of over 55% in size
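Hoechst fluorescence of nuclei (405 nm excitation, 500-530 nm emission) measured by plate-scanning imager after 48 hr compound exposure at 37 C; re-replication scored as increased number of nuclei with elevated intensity.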
HT1080NT lethal – qHTS for induction of synthetic lethality in tumor cells producing 2HG: qHTS for the HT-1080-NT fibrosarcoma cell line; HT-1080-NT fibrosarcoma viability, CellTiter-Glo ATP luminescence, 48 h; Potency, µM (doses to about 46.1 µM), for the others: at the top dose activity, negative = less viability, usual class: cytotoxic; 1.6% of 360,000 active; AID 686970, 2013;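 further: NT is the 2HG producing partner of a matched IDH1 knockdown line; 0% = DMSO-treated cells and -100% = media-only wells without cells; nearly all actives have a fitted effect of over 55% in size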
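Toxicity toward the 2HG-producing NT line was scored as %Activity, normalised to DMSO and no-cell wells, from CellTiter-Glo luminescence after 48 hours' treatment.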
GLP1R inv ag – qHTS of GLP-1 Receptor Inverse Agonists (Inhibition Mode); HEK293 GLP-1R CRE-luciferase, luminescence, 24 h; GLP-1R form is constitutively active; Glucagon-like peptide 1 receptor (Homo sapiens), P43220; 1.6% of 410,000 active; Potency, µM (doses to about 38.3 µM), for the others: top-dose activity change, negative = inhibition, most hits filed as inhibitors; further: on the % scale 0 is the no-effect control and ±100 the full control effect; nearly all actives have a fitted effect of over 55% in size
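HEK293 cells stably co-expressing constitutively active GLP-1R and a cAMP-responsive luciferase reporter were seeded in DMEM with 10% Nu serum, given compounds after 12 h, and incubated 24 h at 37 deg C. Luminescence was then read.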
TDP43 rescue – qHTS of TDP-43 Inhibitors; TDP-43 expressing yeast growth rescue, BacTiter-Glo, 24 h; Potency, µM (top dose mostly 46.1 µM), without a hit: top-dose growth rescue (activation), usual class: activators; 1.8% of 410,000 active; AID 652104, 2013; further: % of control where 0% means no effect; nearly all actives have a fitted effect of over 50% in size
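Readout is BacTiter-Glo luminescence of cell growth, so inhibitors register as activators. TDP-43-expressing yeast at OD600=0.02 in galactose medium, after raffinose pregrowth to mid-log, were incubated with compound for 24 hr at 30 deg C.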
HT1080 IDH1KD tx – qHTS for induction of synthetic lethality in tumor cells producing 2HG: qHTS for the HT-1080-IDH1KD cell line; Potency, µM (series often up to 46.1 µM), for the others: top-dose activity, negative = toxicity, actives largely listed as cytotoxic; AID 686971, 2013; HT-1080 IDH1 knockdown viability, ATP luminescence, 48 h; 2% of 360,000 active;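 further: 0% = DMSO wells and -100% = cell-free medium wells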
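Viability of IDH1-knockdown HT-1080 fibrosarcoma cells was assessed by CellTiter-Glo after 48 h at 37 °C with titrated compound; concentration-effect curves were classified by fit quality and response size.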
HEK293 tox – qHTS of GLP-1 Receptor Inverse Agonists: Cytotox Screen | 0.13% of 410,000 active | HEK293 cAMP-luciferase reporter cells, luminescence, 24 h | Potency, µM (titrated, usually from 38.3 µM), without a hit: top-dose activity change, negative = inhibition, usual class: inhibitors;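 further: loss of luciferase light is scored as toxicity; on the % scale 0 is the no-effect control and ±100 the full control effect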
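Compound-treated cells are incubated 24 hr at 37 deg C under 5% CO2 after a 12 hour attachment period, then luciferase detection reagent is added and luminescence is measured following 12 min at room temperature; lowered signal indicates toxicity.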
Starred values were filed as active, the others as inactive; ? = inconclusive; / = not tested or not shown; [ ] = remark or other dose. The call rests on the fitted dose curve; in most records, active means well fitted curve in the direction sought with a large enough effect; inconclusive means small, poorly fitted or top-dose-only effect, or another doubt; inactive means no such curve, though single readings can be large; an effect the other way counts as inactive or inconclusive. Potency means the concentration at half of the fitted maximal effect.

SMILES | GLP-1R agonist | KB-3-1 cytotox | KB-V1 cytotox | SW480 rereplic | HT1080NT lethal | GLP1R inv ag | TDP43 rescue | HT1080 IDH1KD tx | HEK293 tox
COc1ccc(-c2cc(C(F)(F)F)nc(SCC(=O)NCCCN3CCOCC3)n2)cc1 | -5% | ? | 5% | -7% | -2% | 1% | -2% | -2% | 15%
CC1CCC(CC(=O)O)(C(=O)O)CC1 (configuration not stated) | 0% | 5% | 7% | 1% | 3% | 13% | -14% | 9% | -18%
COC(=O)c1cc(NC(=O)c2cc(-c3ccccc3Cl)oc2C(F)(F)F)ccc1N1CCOCC1 | 13% | -10% | -23% | ? | -21% | 4µM* | 21% | ? | -29%
CCN(C(=O)COC(=O)C1CCN(S(=O)(=O)c2ccc(C)c(C)c2)CC1)C1CCCCC1 | 12% | 11% | 9% | -2% | 2% | ? | ? | 2% | 6%
Cn1c(=O)c2ncn(C)c2n(C)c1=O | 11% | -2% | 7% | -11% | 1% | 6% | -10% | 14% | -1%
CCCCC(C(=O)NC(C)(C)C)N(Cc1ccco1)C(=O)c1snc(C(N)=O)c1N (configuration not stated) | 0% | 10% | -12% | -1% | 4% | -21% | 8% | 0% | 6%
Cc1nc2sc(C(=O)O)c(N)c2c2c1COC(C)(C)C2 | 12% | 3% | 24% | -3% | 9% | 50%[activator] | ? | 13% | 0%
CC1CCN(C(=O)c2ccc(NC3=C(Cl)C(=O)N(Cc4ccccc4)C3=O)cc2)CC1 | -9% | ? | -18% | ? | -12% | 7% | 16% | -28% | 22%
Cc1ccc(NC(=O)COC(=O)CCc2nc3ccccc3c(=O)[nH]2)c(Br)c1 | 5% | 4% | 5% | ? | -7% | 2%[0.307 µM] | -12% | -12% | 5%[0.307 µM]
COc1ccccc1NC(=O)c1oc2ccccc2c1NC(=O)Cc1ccccc1 | / | 10% | -4% | / | / | 2% | ? | / | -4%
O=C(C[C@H]1C[C@H](C(=O)N2CCOCC2)[C@@]2(CCC3CCCC3)c3[nH]c4cc(-c5ccco5)ccc4c3CCN2C1=O)NCc1cccc(C(F)(F)F)c1 | -5% | ? | 16µM* | ? | -30% | ? | 18% | ? | -28%
CCc1ccc(NC(=O)N(C2CCC(C)CC2)C2CCN(C(C)=O)CC2)cc1 (configuration not stated) | 4% | 0% | 24% | ? | 3% | -25% | -12% | 1% | -1%

Reprinted from the part before: five compounds, followed by the next part.
SMILES | GLP-1R agonist | KB-3-1 cytotox | KB-V1 cytotox | SW480 rereplic | HT1080NT lethal | GLP1R inv ag | TDP43 rescue | HT1080 IDH1KD tx | HEK293 tox
CC1CCN(C(=O)c2ccc(NC3=C(Cl)C(=O)N(Cc4ccccc4)C3=O)cc2)CC1 | -9% | ? | -18% | ? | -12% | 7% | 16% | -28% | 22%
Cc1ccc(NC(=O)COC(=O)CCc2nc3ccccc3c(=O)[nH]2)c(Br)c1 | 5% | 4% | 5% | ? | -7% | 2%[0.307 µM] | -12% | -12% | 5%[0.307 µM]
COc1ccccc1NC(=O)c1oc2ccccc2c1NC(=O)Cc1ccccc1 | / | 10% | -4% | / | / | 2% | ? | / | -4%
O=C(C[C@H]1C[C@H](C(=O)N2CCOCC2)[C@@]2(CCC3CCCC3)c3[nH]c4cc(-c5ccco5)ccc4c3CCN2C1=O)NCc1cccc(C(F)(F)F)c1 | -5% | ? | 16µM* | ? | -30% | ? | 18% | ? | -28%
CCc1ccc(NC(=O)N(C2CCC(C)CC2)C2CCN(C(C)=O)CC2)cc1 (configuration not stated) | 4% | 0% | 24% | ? | 3% | -25% | -12% | 1% | -1%
NCCn1c(-c2ccccc2)cc(C(=O)O)c1-c1ccccc1F | 3% | 7% | -1% | -4% | 15% | 4% | 24% | 13% | 6%
Fc1ccc(Nc2nc(-c3ccncc3)nc3ccccc23)cc1 | 0% | -3% | -1% | -7% | -1% | 0% | -20% | -4% | 70%[activator]
O=C(CSc1ccccc1)N1CCC(N2CCC(C(=O)N3CCCC3)CC2)CC1 | 0% | -5% | ? | 1% | 4% | -8% | -2% | -9% | -15%
COC(=O)[C@H](C)NC(=O)Nc1ccc(OC(F)(F)F)cc1 | -7% | 9% | -2% | -1% | 11% | 8% | 10% | 10% | -1%
CCCCCCCC(=O)C(C)C(=O)N(C)[C@H](Cc1ccc(OC)cc1)C(=O)N(C)[C@H](C(N)=O)C(C)C (some centres not stated) | -6% | 0% | -8% | ? | 1% | -25% | 16% | -1% | -8%
CC(C)c1ccc(C(O)P(=O)(OC2CCCCC2)OC2CCCCC2)cc1 (configuration not stated) | 1% | ? | ? | ? | ? | ? | -59%[inhibitor] | ? | 1%
CCCCN1CC(c2nc3ccccc3n2CCCCOc2ccc(C)c(C)c2)CC1=O (configuration not stated) | / | -23% | -4% | / | / | ? | ? | / | -21%
COc1cccc(CNC(=O)Cc2c(C(=O)O)c(C)cn2C)c1 | / | -5% | -7% | / | / | 3% | 3% | / | -8%
O=C(CN1C(=O)CCC1=O)Nc1ccc(Cc2ccc(NC(=O)CN3C(=O)CCC3=O)cc2)cc1 | -3% | 11% | ? | -16% | -2% | 26% | 12% | 3% | 9%
CCN(Cc1cnn(C)c1)C(=O)c1cc(COc2cc(C)c(Cl)c(C)c2)on1 | 17% | 1% | -27% | -15% | ? | ? | 19% | -26% | -9%
Cc1ccc(/C=C2/SC(=S)N(CC(=O)Nc3ncc(Cc4ccc(C)cc4)s3)C2=O)cc1 | -26% | ? | -19% | ? | 16% | 23% | 0% | 19% | 15%
O=C(Nc1nc(-c2ccccn2)cs1)c1ccco1 | 5% | -27% | -7% | 4.1µM* | ? | -23% | -8% | -23% | ?
CSc1nc(C)c(CCOC(=O)c2cccc(C)c2)c(=O)[nH]1 | -2% | 0% | 5% | -3% | 13% | 12% | 12% | 11% | -1%
CC1CCN(CC[C@H]2CCCN2S(=O)(=O)c2cccc(O)c2)CC1 | 1% | 0% | -9% | -6% | 16% | 14% | 11% | 5% | -2%
Cc1nc(Nc2ccccc2F)c2oc3ccccc3c2n1 | 19% | -2% | 0% | -1% | -12% | 53%[activator] | 2.5µM* | -18% | 7%
Cc1cc(-n2c(C)cc(C(=O)COc3ccc([N+](=O)[O-])cc3)c2C)no1 | -1% | -24% | -7% | 1% | 0% | -1% | 22% | -2% | -5%
O=C(c1ccc(Cl)cc1)c1cnc2ccccn12 | 5% | -3% | -20% | 2% | -7% | 44%[activator] | 20% | 0% | -8%
COc1ccc(CNC(=O)CN(C)S(=O)(=O)c2ccccc2)cc1 | 10% | -1% | 1% | 0% | 3% | 13% | -12%[1.82 µM] | 7% | 1%
CN(C)CCNC(=O)Nc1ccc(F)cc1F | 2% | ? | -22% | -5% | 16% | 4% | -11%[1.82 µM] | 17% | 3%
CC(C)Oc1ccc(Oc2ccc(C(F)(F)F)cn2)cc1 | 2% | 4% | 19% | -7% | 4% | 4% | 11% | 7% | 0%
Cc1c(-c2ccc(Cl)cc2Cl)nc2ccccc2c1C(=O)NCCN1CCOCC1 | -9% | 1% | -24% | 3% | 0% | -26% | 6% | -2% | 13%
O=C(NC1(C(F)(F)F)NC(=O)N(Cc2cccnc2)C1=O)c1ccncc1 (configuration not stated) | 8% | -2% | 11% | -15% | 11% | -2% | 13% | 0% | 7%
COCCCN1CN(S(=O)(=O)c2ccc(Cl)cc2)c2nc3ccccc3nc21 | -2% | -6% | -24% | -2% | 6% | 7% | 9% | 1% | 1%
CCn1cc(S(=O)(=O)Nc2cccnc2)cn1 | -6% | 0% | 4% | -3% | 16% | 27% | 5% | 6% | 2%
CC1CCCN(S(=O)(=O)c2ccc(NC(=O)CN3C(=O)NC(C)(c4ccccc4)C3=O)cc2)C1 (configuration not stated) | -12% | -7% | -2% | -3% | -4% | ? | 20% | -3% | -13%
CCn1c(CO)nc2c1c(=O)[nH]c(=O)n2Cc1ccccc1 | 7% | -6% | -6% | 5% | -1% | 37%[activator] | -11% | -8% | 7%
Cc1cccc(C(=O)N(CCc2ccccc2)Cc2ccccc2)c1[N+](=O)[O-] | -4% | ? | ? | 3% | ? | 3.2µM* | -21% | ? | -19%
CCOc1ccc(C(=O)N2CCN(Cc3cc(=O)n4nc(-c5ccccc5Cl)sc4n3)CC2)cc1 | / | 8% | -1% | / | / | -7% | 15% | / | -9%
Cc1nn(CCO)c2ncc(C(=O)c3cc(Cl)ccc3O)cc12 | 16% | 2% | ? | 6% | -6% | 27% | 11% | -16% | 0%
COc1ccc(-c2nn(-c3ccccc3)cc2/C=C/C(=O)N(C)CC(=O)Nc2cccc(F)c2)cc1OC | 4% | -2% | 0% | -19% | -22% | ? | ? | -25% | -7%
COc1cc(OC)c2c(c1)OC(=O)CC2c1ccc(C)cc1 (configuration not stated) | -3% | 0% | 0% | 31% | -5% | 18% | -15% | 3% | 1%
CN1CCN(Cc2cc(=O)oc3cc4c(cc23)CCC4)CC1 | -4% | 5% | 12% | -10% | -1% | 0% | 20% | 4% | -35%
Cc1cccc(C(=O)NCC(=O)OCC(=O)c2ccc(Br)s2)c1 | -23% | 8% | -2% | -1% | 5% | 8% | 1% | 8% | -12%
CCC(C)(C)NC(=O)c1ccc2c(c1)OCCO2 | 1% | 2% | 4% | 0% | 8% | -21% | 0% | 11% | -10%
CN(C)c1ccc(S(=O)(=O)N2CCCCC2)cc1NC(=O)C1CSC2(C)CCC(=O)N12 (configuration not stated) | -4% | -11% | -10% | -19% | 0% | 9% | -3% | 0% | -1%
Oc1c(Cl)c(Cl)c2ncccc2c1Cl | 0% | -10% | -1% | 16% | -16% | 4% | -90%[inhibitor] | -1% | -1%
O=C1COC(c2ccccc2)=CN1Cc1ccccc1 | 13% | 3% | 10% | -12% | 2% | -28% | ? | 1% | -19%
